Screening results as filed in PubChem BioAssay.
PV pol inh – inhibitors of poliovirus RNA polymerase binding and polymerization | P03300 | poliovirus polymerase elongation, fluorescence polarization; stronger effect = lower value | % elongation, % (compound at 16.7 µg/mL) | 0.66% of 150,000 active | AID 588519; in the data active = % elongation below about 90%; note: some results filed as inactive read as strong as hits
Target sequence (P03300 1749-2209 limits assumed): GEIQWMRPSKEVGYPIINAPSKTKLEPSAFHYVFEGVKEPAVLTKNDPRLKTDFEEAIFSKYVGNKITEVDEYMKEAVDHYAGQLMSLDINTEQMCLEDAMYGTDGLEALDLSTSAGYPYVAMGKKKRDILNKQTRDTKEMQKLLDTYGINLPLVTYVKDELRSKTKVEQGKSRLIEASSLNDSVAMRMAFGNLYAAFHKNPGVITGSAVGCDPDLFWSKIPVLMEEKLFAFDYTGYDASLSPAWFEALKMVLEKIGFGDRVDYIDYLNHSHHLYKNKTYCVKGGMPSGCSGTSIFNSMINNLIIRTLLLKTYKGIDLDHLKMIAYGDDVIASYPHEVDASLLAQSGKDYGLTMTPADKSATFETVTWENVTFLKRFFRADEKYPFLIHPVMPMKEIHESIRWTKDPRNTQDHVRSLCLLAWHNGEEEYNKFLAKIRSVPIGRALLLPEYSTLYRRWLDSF
PV pol inh FP z-score – also measured in PV pol inh; calls as there; z-score; measured here: FP z-score; hits read low
The depositor's hits bear a star; & = joins results of further samples.

SMILES	PV pol inh	PV pol inh FP z-score
COc1cc(OC)cc(C(=O)Nc2ccc(CN3CCCCC3)cc2)c1	99	-0.2
O=C(Nc1ccc(F)c(F)c1)C1CCCN1S(=O)(=O)c1cccc2nsnc12 (centres undefined)	109	1.1
COc1ccccc1NC(=O)C1=C(C)Nc2nc(SCc3ccccc3)nn2C1c1cccs1 (centres undefined)	103	-0.7
O=C(O)c1c(Cl)c(Cl)c(Cl)c(Cl)c1C(=O)N1CCCC1	102	0.2
O=C(NCc1ccco1)C(c1ccccc1)N(CCc1ccccc1)C(=O)Cn1nnc2ccccc21 (centres undefined)	102	-0.1
Cc1ccc2nc(SC(C)C(=O)O)[nH]c2c1 (centres undefined)	99	-0.9
CCOC(=O)/C=C1\SCC(=O)N1CC(O)c1ccccc1 (centres undefined)	101	-0.2
COCc1cc(O)c(O)c(O)c1-c1c(COC)cc(O)c(O)c1O	101&99	0.1&0.1
Cc1cc(=O)[nH]c(O)c1C(=O)O	99	-0.9
CCOc1ccccc1NC(=O)c1c(NC(=O)COc2ccc(Cl)cc2)sc2c1CCCCC2	99	-0.7
Cc1c(C(=O)Nc2nc(-c3ccc(F)cc3)ns2)oc2ccc(Br)cc12	106	-0.1
CCCCn1c(SCC(=O)NC2CCCC2)nc2c(sc3ccccc32)c1=O	103	0.3
Cc1ccsc1Cn1nccc1NC(=O)C1CC(=O)N(c2ccc3c(c2)OCCO3)C1 (centres undefined)	102	0.1
CC(=O)N/C(=C\c1cccs1)C(=O)O	103	0.3
O=C(Nc1ccccc1SCCS(=O)(=O)c1ccc(Cl)cc1)c1ccccc1Cl	103	-0.5
CCN(Cc1ccccc1)C(=O)Cn1c(=O)n(-c2ccccc2)c(=O)c2c1c1cc(C)ccc1n2C	113	1.3
COc1ccccc1N1CCN(C(=O)c2cc(-c3ccc(F)cc3)on2)CC1	107	0.6
Cc1ccc2onc(CNC(=O)NCCCN3CCOCC3)c2c1	102	0
COc1cc(NC(=O)Cn2ccn(-c3cc(C)cc(C)c3)c(=O)c2=O)cc(OC)c1	112	1.1
COc1ccc(C2C3C(=O)NC(=O)C3ON2c2ccccc2)cc1 (centres undefined)	104	0.5
CCN(Cc1ccccc1)C(=O)c1ccc(C)cc1	99	-0.7
CCC(=O)N1c2ccccc2CC1C(=O)NCCCN1CCN(c2ccc(F)cc2)CC1 (centres undefined)	112	1.5
COc1ccc(C2C(C#N)=C(C)NC(C)=C2C#N)c(OC)c1	98	-0.3
CN(C)/C(=N\O)c1nonc1N	102	0.2
Cc1ccsc1/C=N/NC(=O)Cc1cc(=O)[nH][nH]1	103	0.3
COc1ccc(C(=O)CN2C=NS(=O)(=O)c3ccccc32)cc1	100	-0.4
COC(=O)c1cccc(Nc2nn3c(=O)c4cc5c(cc4nc3s2)OCO5)c1	108	0.8
COC(=O)CC1=NN(c2nc3ccccc3[nH]2)C(=O)C1	99	-0.7
CCCCCC1C(=O)CCC1CC(=O)OC (centres undefined)	100	-0.4
Cc1ccc(O)c(C2=Nc3ccccc3C2(C)C)c1	69	-5.7
CN(C(=O)COC(=O)c1ccc(C#N)cc1)C1CCCCC1	100	-0.7
O=C(/C=C/c1ccco1)NC12CC3CC(CC(C3)C1)C2	102	-0.1
CC(=NCc1ccc2c(c1)OCO2)C1=C(O)c2ccccc2C1=O	101	0.1
NNC(=O)CCCc1nc2ccccc2s1	100	-0.3
Cc1sc2ncnc(Sc3nnc(CN4CCCC4=O)o3)c2c1C	98	-0.7
O=C(CN1CCN(c2nc3ccccc3s2)CC1)Nc1ccc2c(c1)OCO2	101	-0.6
O=C(CSc1ccc2nnc(-c3cccnc3)n2n1)c1ccccc1	102	0
Cc1ccc(CCNC(=O)c2ccc(Cn3c(=O)c4cccn4c4cccnc43)cc2)cc1	110	0.7
CCOc1ccccc1Nc1nc2c(S(=O)(=O)c3ccc(C)cc3)nnn2c2ccsc12	107	0.1
CCOC(=O)c1c(C)[nH]c(C)c1S(=O)(=O)N(C)CC(=O)N1CCN(c2ccccc2OC)CC1	104	-0.2
COC(=O)c1nn(-c2ccc(OC)cc2)c(=O)c2c(N)sc(C)c12	83*	-2.5*
CCOC(=O)c1c(-c2ccc(C)o2)csc1NC(=O)COC(=O)C12CC3CC(CC(O)(C3)C1)C2	106	0.5
CCOc1ccc(N(C)S(=O)(=O)c2ccc3[nH]cc(C(=O)NCC4CCCO4)c(=O)c3c2)cc1 (centres undefined)	103	0.5
CCOC(=O)CSc1c(-c2cccs2)[nH]c2ccccc12	111	1
COC(=O)c1c(NC(=S)NCc2ccco2)sc2c1CCC(C)C2 (centres undefined)	101	0.3
CC1CCCN(C(=O)c2cccc3c2SCCC3=O)C1 (centres undefined)	104	1
O=C1Cc2ccccc2C(=O)N1c1cccc(Cl)c1	78*	-2.6*
CCOC(=O)N1CCN(S(=O)(=O)N2CCCC(C(=O)NCc3cc(OC)ccc3OC)C2)CC1 (centres undefined)	106	-1.2
Cc1cc(C(=O)COC(=O)c2ccc(O)cc2)c(C)n1CC1CCCO1 (centres undefined)	104	0
CSc1ncc(Cl)c(C(=O)N(C)c2ccccc2)n1	122	0.5
CC1CC(CCC(=O)Nc2ccc(S(N)(=O)=O)cc2)C(=O)O1 (centres undefined)	103	0.4
CSc1ccc(S(=O)(=O)Nc2ccc(N3CCOCC3)c(Cl)c2)cc1	105	0.1
COc1ccc(CCNC(=O)c2cn(C3CCCC3)c(=O)c3c2c2ccccc2n3C)cc1OC	103	0.5
Cc1cc(C(=O)Nc2cccnc2)no1	99	-1.2
CCOC(=O)C1=C(C)NC(SCc2ccc(C(=O)O)cc2)=NC1c1ccc(OCC)cc1 (centres undefined)	101	-0.2
COc1cc2c(cc1OC)CC(C(=O)O)NC2 (centres undefined)	103	0.5
Cc1nn(-c2ccccc2)c2c1N(CCCC(=O)NCc1ccc(OC(C)C)cc1)C(=O)CS2	98	-2
O=C(O)c1ccc(COc2ccccc2/C=C2\NC(=O)N(Cc3ccccc3)C2=O)cc1	100	-0.4
Fc1ccc(CN2CCc3nc(Nc4ccc(F)cc4)ncc3C2)cc1	101	0.3
CN(Cc1ccccc1)C(=O)c1ccccc1C(=O)N1CCN(c2ncccn2)CC1	104	0.3

More records follow:
SMILES	PV pol inh	PV pol inh FP z-score
CC(=O)NC1C(=O)N=C(SCC(=O)Nc2cccc3ccccc23)NC1=O (centres undefined)	101	-0.2
COc1ccc(-c2cn3c(n2)sc2cc(C(=O)N4CCC5(CC4)OCCO5)ccc23)cc1	101	-0.3
Nc1nonc1C(=O)N/N=C/c1ccccc1	104	0.5
COc1cc(OC)cc(C(=O)NCC(c2cccs2)S(=O)(=O)c2ccc(F)c(C)c2)c1 (centres undefined)	108	0.5
CC(=O)Nc1nonc1-c1nnc(SCC(=O)Nc2ccc(C)c(Cl)c2)n1C	114	1.6
CC(C)NC(=O)CSc1nnc(Cc2ccccc2)n1C	102	0.1
COc1cc(OC)cc(C(=O)Nc2cc(-c3nc4ccccc4[nH]3)ccc2C)c1	103	-0.6
CCC(C)NC(=O)c1cccc(N2CCCC2=O)c1 (centres undefined)	101	0.1
COC(=O)c1ccc(NC(=O)CSc2ccc(-c3cccs3)nn2)cc1	105	-0.4
Cn1c(=O)c(-c2[nH][nH]c(=O)c2/C=C2/C=Nc3ccccc32)c(O)c2ccccc21	108	0.5
OC1CCCN(CC(O)COc2ccc(-c3ccccc3)cc2)C1 (centres undefined)	97	-0.8
Cc1ccc(-n2nc(C(=O)Nc3ccc(C)c(F)c3)c(=O)n(C)c2=O)cc1	106	-0.1
CC1CN(C)C(C)c2c1oc1ccc(N)cc21 (centres undefined)	100	-0.5
CC(C)CCNC(=O)C1(C)CCC(=O)N1Cc1ccccc1Cl (centres undefined)	105	0.6
CCC(=O)c1ccc(N2CCCCC2)c(F)c1	101	-0.2
COc1cc(/C=C/c2nc(C#N)c(NC3CCCCC3)o2)cc(OC)c1OC	108	0
CCc1cccc(C)c1NC(=O)Cn1ccn(-c2ccc(F)cc2)c(=O)c1=O	114	1.5
Cc1cc(NC(=O)NC(=O)c2ccccc2)no1	102	0.8
CN(Cc1ccccc1)C(=O)C1CCN(c2nnc(-n3cccc3)s2)CC1	102	0.1
CCN(CC)Cc1c(CC(C)C)oc(C)c1C(=O)O	100	-0.3
COc1ccc(C)cc1NC(=O)Cn1nc(N2CCN(c3ccccc3OC)CC2)ccc1=O	104	-0.5
O=S(=O)(NCc1ccccc1Cl)c1ccc2nc(-c3ccccc3)[nH]c2c1	102	0.1
CC(=O)Nc1ccc(C2Nc3ccccc3C(=O)N2C2CCCCC2)cc1 (centres undefined)	104	0.5
O=C(c1ccco1)n1c(=S)nc2ccccn21	83*	-2.8*
CC(=O)Nc1ccc(NC(=O)C(C)OC(=O)c2c3c(nc4ccccc24)CCN(C)C3)cc1 (centres undefined)	99	-0.4
Cc1ccc2scc(N3CCc4ccccc4C3)c(=O)c2c1	110	0.9
CNc1c(NC(=O)c2cc(OC)cc(OC)c2)c(=O)oc2ccccc12	105	0.1
COC(Cn1c(-c2ccccc2)cc(C2=C(O)CC(C)(C)CC2=O)c1-c1ccccc1)OC	100	-0.5
O=C1CN(C(=O)Cc2ccc(F)cc2)C(c2ccccc2)c2cc(Br)ccc2N1 (centres undefined)	102	-0.3
N#CC1=C(N)C(C#N)(C#N)[C@@H](c2cccc(Cl)c2)[C@@H]2CSCC=C12	119	1.4
CCOC(=O)c1cnc2cc(-c3ccccc3)[nH]n2c1=O	105	0
Cn1c(SCCSc2cccc(C(F)(F)F)c2)nnc1-c1ccco1	107	0.7
COc1ccc(CNC(=O)COc2ccc(C#N)cc2)cc1	101	-0.2
CCOC(=O)Cc1ccc(NC(=O)N2CCc3c(sc4c3CCCC4)C2c2ccc(F)cc2)cc1 (centres undefined)	105	-0.2
CC(=O)N1CCCc2cc(S(=O)(=O)NCc3cccc(C)c3)ccc21	109	0.4
O=C(Nc1ccccc1)C1C2C=CC(C2)C1C(=O)Nc1ccccc1 (centres undefined)	106	0.3
COc1cc(CCc2cc(OC)c(C)cc2OC)c(OC)cc1C	107	0.5
CSc1ncc(C(=O)NCc2cccc(C)c2)c(C)n1	104	0.7
O=C(CSc1ncn[nH]1)c1ccc(Cl)cc1	101	-0.2
CCn1cc(-c2ccc3ccccc3n2)c(=S)c2ccccc21	98	-1
Cc1ccc(CNC(=O)CN2CCC(n3nnc4cc(C)ccc43)CC2)cc1	100	-0.6
COc1ccc(NC(=O)C(C)n2nc(-c3ccc(C)c(C)c3)ccc2=O)cc1OC (centres undefined)	112	1.3
COc1cc(/C=C2\SC(N(C)c3ccc(O)cc3)=NC2=O)ccc1O	104	1
O=C(CSc1ncc2c(n1)-c1ccccc1N(Cc1ccc(Cl)cc1)S2(=O)=O)c1ccc(Cl)cc1	98	-0.6
N#Cc1ccc(Cl)cc1NC(=O)CSc1nnc(-c2c[nH]c3ccccc23)n1CC1CCCO1 (centres undefined)	104	-0.1
CN(C)S(=O)(=O)c1ccc(S(=O)(=O)N(Cc2ccccc2F)C2CC2)cc1	105	0.8
Cc1nn(-c2ccccc2)c2sc(C(=O)OCCN3c4cccc5cccc(c45)S3(=O)=O)cc12	104	0.3
O=C(Cn1ncc2c(Cl)cccc21)NCc1cccc(F)c1	107	0
CC(=O)c1cccc(-n2c(=O)c3c4c(sc3n(Cc3cccc(C)c3)c2=O)CN(C(C)=O)CC4)c1	101	-1
COc1ccc(S(N)(=O)=O)cc1C(=O)NCC1CCCO1 (centres undefined)	107	0.6
CC(C)(C)c1cc(-c2ccccc2)n[nH]1	105	0.8
CN(C(=O)c1cnc(N2CCOCC2)c2ccccc12)c1ccccc1F	109	0.4
Cc1ccn(CCC(=O)NCCN2CCc3ccccc3C2)n1	104	1.2
C=CCN=c1scc(-c2ccco2)n1/N=C/c1c[nH]c2ccccc12	109	0.8
CCCC(=O)c1c(O)[nH]c(=O)[nH]c1=O	103	0
Cc1cc(C)n(C(CC(=O)O)C(=O)O)n1 (centres undefined)	102	1
CC(C)N(C(=O)c1ccc(-c2nnc(-c3ccccc3)o2)cc1)C(C)C	99	-0.5
CCc1ccc(NC(=O)NCCN2CCc3ccccc3C2)cc1	99	-0.6
CCC(CO)NC(=O)/C=C/c1ccc(OC)c(OC)c1 (centres undefined)	102	0.2
Cc1ccc2c(c1)nc(SCC(O)c1ccc(Br)cc1)n2C (centres undefined)	106	-0.2
CCc1cccc(NC(=S)N(CCOC)C(C)c2ccco2)c1 (centres undefined)	100	-0.1
COc1ccc(C(=O)CN2C(=O)COc3ccccc32)cc1	108	0.5

This is a subset. The share of hits here may be higher or lower than overall.
